NCI-60 one-dose screen, 48 h, at 10 µM unless noted. Numbers give growth in % (100 = growth as untreated, 0 = no growth, -100 = all killed).
OVCAR-3: OVCAR-3 ovarian cancer | 79,000 tested, 7% active
SN12C: SN12C renal cancer cells. 81,000 tested, 3.8% active. AID 1794767
NCI/ADR-RES: NCI/ADR-RES ovarian cells | 81,000 tested, 4.4% active
NCI-H226: NCI-H226 lung cancer; AID 1794732; 79,000 tested, 3.5% active
IGROV1: IGROV1 ovarian cancer | 79,000 tested, 4.7% active | AID 1794786
NCI-H23: NCI-H23 lung cancer. 80,000 tested, 4% active
SK-OV-3: SK-OV-3 ovarian cancer cells; 80,000 tested, 3.2% active
OVCAR-5: OVCAR-5 ovarian cancer; 82,000 tested, 2.9% active
OVCAR-4: OVCAR-4 ovarian cancer cells; 80,000 tested, 3.7% active
The depositor's hits bear a star; x = no result given; & = joins results of further samples. The calls were made as follows: active = growth percent below 10; inactive = the rest.

SMILES	OVCAR-3	SN12C	NCI/ADR-RES	NCI-H226	IGROV1	NCI-H23	SK-OV-3	OVCAR-5	OVCAR-4
CCOC(=O)C(C(C)=O)c1nc2sc3cc(Cl)ccc3n2c(=N)c1C#N (stereo not given)	106.7	85.9	87.2	43.0	84.3	78.2	84.6	114.5	77.9
O=C1N(CCc2ccccc2)c2ccc(Br)cc2C12NN=C(c1ccccc1)S2 (stereo not given)	58.9	59.5	36.8	53.7	49.5	44.4	60.2	63.7	41.6
CN(C)Cc1cc(C(C)(C)C)cc(Br)c1O	114.4	105.0	106.2	101.3	107.9	106.8	97.4	107.4	101.6
O=c1c(N=Nc2ccc(Cl)cc2)c(O)n(-c2ccc(Cl)cc2)n1-c1ccc(Cl)cc1	28.6	63.2	72.4	x	80.8	73.2	x	101.5	60.9
O=C(O)C1(Nc2ccc(-c3ccc(Cl)cc3)cc2)CCCC1	104.6	83.0	99.0	95.0	101.6	99.7	101.1	89.1	96.4
COc1cc(-c2nc(SC(C)C)nc(Nc3ccc(C)cc3)c2C#N)cc(OC)c1OC	120.0	102.5	108.5	x	104.5	105.6	x	102.5	109.0
NC(=O)NNC(=O)Cc1ccccc1	102.5	100.8	95.2	x	104.5	97.3	112.1	92.5	108.0
COc1ccc(CCNC(=O)Cc2cc3c(cc2[N+](=O)[O-])OCO3)cc1OC	100.9	97.6	98.0	103.3	106.7	103.1	91.9	100.7	104.5
O=C(COc1ccc(/C=C2\Oc3ccc4ccccc4c3C2=O)cc1)c1ccc([N+](=O)[O-])cc1	158.1	89.7	101.5	104.6	x	96.5	102.8	103.5	101.7
CN1CCN(c2ccc(/C=N/Nc3nc4ccccc4c(=O)n3-c3ccccc3)cc2)CC1	104.4	102.9	100.6	101.5	103.5	103.1	109.0	107.2	97.2
N#Cc1c(N)c2nnn(-c3ccc(S(N)(=O)=O)cc3)c2[nH]c1=O	106.1	97.7	99.7	95.8	101.1	94.1	93.4	112.1	101.7
Cc1ccc(C(=O)Nc2cccc(C(=O)NC(=S)Nc3ccc(C(=O)O)cc3)c2)cc1	74.3	88.4	106.3	73.3	100.8	96.9	76.5	77.2	98.5
O=C(O)Cc1ccccn1	113.8	112.5	111.2	102.0	104.5	102.5	104.5	101.4	117.5
CCCCC[C@@H]1N=C(N)N[C@@H]2CC[C@H]1O2	104.0	97.1	97.6	96.5	98.4	89.4	95.0	94.6	90.6
CCCCCc1cc(OC(=O)c2c(O)cc(O)cc2CCCCC)cc(O)c1C(=O)O	100.0	86.4	x	96.1	103.8	97.3	111.8	114.2	88.1
O=C(c1ccc(Cc2n[nH]c(=O)c3cccnc23)cc1)N1CCCC1	107.5	99.0	103.0	100.4	106.6	100.6	104.5	98.9	113.7

In the list so far, two have bromine.
SMILES	OVCAR-3	SN12C	NCI/ADR-RES	NCI-H226	IGROV1	NCI-H23	SK-OV-3	OVCAR-5	OVCAR-4
O=C1N(CCc2ccccc2)c2ccc(Br)cc2C12NN=C(c1ccccc1)S2 (stereo not given)	58.9	59.5	36.8	53.7	49.5	44.4	60.2	63.7	41.6
CN(C)Cc1cc(C(C)(C)C)cc(Br)c1O	114.4	105.0	106.2	101.3	107.9	106.8	97.4	107.4	101.6

Following part.
SMILES	OVCAR-3	SN12C	NCI/ADR-RES	NCI-H226	IGROV1	NCI-H23	SK-OV-3	OVCAR-5	OVCAR-4
O=C(NC(Cc1c[nH]c2ccccc12)C(=O)O)OCC1c2ccccc2-c2ccccc21 (stereo not given)	108.0	99.3	103.4	100.2	98.1	104.7	100.9	108.0	106.6
O=C(Nc1ccccc1)Oc1c(Cl)c(Cl)c(Cl)c(Cl)c1Cl	103.5&96.9	92.7&99.4	96.6&103.2	88.3&96.2	96.3&95.2	93.2&93.8	90.5&102.1	87.5&95.3	91.9&110.9
COc1cc(/C=C2\SC(=S)NC2=O)ccc1OCCCCOc1ccc(/C=C2\SC(=S)NC2=O)cc1OC	124.9	99.1	103.7	95.6	107.2	105.4	108.1	97.6	104.8
O=C1c2ccccc2-c2cc(Br)ccc2NC1O (stereo not given)	129.5	98.6	110.0	112.8	121.4	102.5	107.9	95.6	110.7
O=S(=O)(O)CCCCCCc1ccccc1	x	107.8	101.7	89.2	122.0	94.6	105.9	104.9	117.1
O=C(CCCCCCCCCCBr)OCc1ccccc1	117.4	98.4	106.4	111.7	111.1	103.5	110.0	116.8	111.4
CCCCc1ccc(-c2cc(/C=N\O)no2)cc1	99.0	92.4	101.0	98.3	104.5	99.4	103.9	112.3	98.3
COc1ccc2nc(-c3c(-c4ccc(F)cc4)nc4ncccn34)[nH]c2c1	102.0	95.4	96.2	106.4	108.4	103.7	109.0	117.7	101.7

Exported with each value named: two of the compounds above.
SMILES: O=C1N(CCc2ccccc2)c2ccc(Br)cc2C12NN=C(c1ccccc1)S2 (stereo not given)
  OVCAR-3: 58.9
  SN12C: 59.5
  NCI/ADR-RES: 36.8
  NCI-H226: 53.7
  IGROV1: 49.5
  NCI-H23: 44.4
  SK-OV-3: 60.2
  OVCAR-5: 63.7
  OVCAR-4: 41.6
SMILES: CN(C)Cc1cc(C(C)(C)C)cc(Br)c1O
  OVCAR-3: 114.4
  SN12C: 105.0
  NCI/ADR-RES: 106.2
  NCI-H226: 101.3
  IGROV1: 107.9
  NCI-H23: 106.8
  SK-OV-3: 97.4
  OVCAR-5: 107.4
  OVCAR-4: 101.6

(further entries)
SMILES	OVCAR-3	SN12C	NCI/ADR-RES	NCI-H226	IGROV1	NCI-H23	SK-OV-3	OVCAR-5	OVCAR-4
O=C(CC(=O)Nc1cccc(C(F)(F)F)c1)Nc1ccc(Oc2ncnc3scc(Nc4n[nH]c(=S)s4)c23)cc1	103.8	103.7	98.2	86.0	90.0	x	87.1	101.5	99.8
COC(=O)[C@]1(CCSC)N[C@H](c2cn(-c3ccccc3)nc2C)[C@@H]2C(=O)N(c3ccc(Cl)cc3)C(=O)[C@@H]21	102.4	97.5	88.9	125.7	99.6	95.0	102.5	90.9	97.7
NNC(=O)NO	106.4	105.9	109.0	103.3	107.6	98.6	94.1	109.6	100.8
CCN1CCN(c2cc(C)nc(N(CCNc3ccnc4cc(Cl)ccc34)Cc3ccc4c(c3)OCO4)n2)CC1	-55.8*	74.4	-13.9*	47.7	10.2	13.6	-16.2*	40.5	19.8
Cc1ccc(/C=N/NC(=O)c2ccc(S(C)(=O)=O)cc2)cc1	97.9	94.8	85.4	98.4	87.7	95.7	106.8	108.7	101.6
NC(=O)N/N=C1\CC2CC1C1C=CCC21 (stereo not given)	111.3	97.1	113.4	105.0	132.9	108.6	115.8	94.8	107.1
O=C(O)c1ccc(-c2nn(-c3ccc(C(F)(F)F)cc3)cc2CNc2cccc(C(=O)O)c2)cc1	117.5	105.7	104.3	108.6	108.3	104.5	98.0	109.3	107.0
COc1cc(-c2nc(-c3ccccc3)[nH]c2-c2ccnc(NCCCNS(=O)(=O)c3ccc(C)cc3)n2)ccc1Cl	68.9	79.7	52.6	57.3	62.4	82.4	99.1	106.9	80.9

Quoted from above, two compounds:
SMILES	OVCAR-3	SN12C	NCI/ADR-RES	NCI-H226	IGROV1	NCI-H23	SK-OV-3	OVCAR-5	OVCAR-4
O=C(CC(=O)Nc1cccc(C(F)(F)F)c1)Nc1ccc(Oc2ncnc3scc(Nc4n[nH]c(=S)s4)c23)cc1	103.8	103.7	98.2	86.0	90.0	x	87.1	101.5	99.8
COC(=O)[C@]1(CCSC)N[C@H](c2cn(-c3ccccc3)nc2C)[C@@H]2C(=O)N(c3ccc(Cl)cc3)C(=O)[C@@H]21	102.4	97.5	88.9	125.7	99.6	95.0	102.5	90.9	97.7

More structures.
SMILES	OVCAR-3	SN12C	NCI/ADR-RES	NCI-H226	IGROV1	NCI-H23	SK-OV-3	OVCAR-5	OVCAR-4
O=S(=O)(NCCCNc1nccc(-n2ccc3cccnc32)n1)c1cccc(Br)c1	113.8	106.1	97.6	97.5	116.5	113.6	116.3	107.4	105.8
COc1cc(/C=C/C(=O)c2cc(NC(=O)c3ccc4cc(-c5cccc(Cl)c5)ccc4c3)ccc2O)cc(OC)c1OC	94.3	97.7	95.5	76.3	95.4	86.7	109.4	105.3	74.5
Cc1ccc([N+]2=NOC(=O)C2CN2CCN(c3cccc(Cl)c3)CC2)cc1 (stereo not given)	88.4	87.7	97.4	79.2	98.5	95.8	99.5	94.6	89.3
C/C(=C/C(C)(C)C)C(=O)C(C)(C)C	113.1	103.0	100.9	106.7	96.5	103.5	115.8	96.1	110.7
CC(C)CSc1nc(NN)c(C#N)c(-c2ccccc2)n1	91.0	104.1	92.3	89.1	103.1	99.7	100.4	103.6	86.9
O=[N+]([O-])c1cc(Br)ccc1NS(=O)(=O)c1ccccc1	108.4&110.5	88.6&101.0	101.5&103.9	96.9&101.4	112.7&114.2	96.0&96.6	103.2&103.6	113.2&115.2	106.7&98.6
N=CN	126.1	103.1	116.3	102.1	99.6	117.6	105.5	103.2	107.8
CSC1=NC2C(N(C)C(=O)N2c2ccccc2)N1/N=C/C=C/c1ccccc1 (stereo not given)	105.0	97.2	87.6	87.6	95.3	88.6	98.4	89.1	99.8
COc1ccc2oc(=O)cc(/C=C3/C(=O)NC(=S)NC3C)c2c1 (stereo not given)	94.0	92.3	87.1	73.1	73.0	85.9	85.1	103.7	93.7
CCN1CCC(Nc2ccnc3cc(Cl)ccc23)CC1	100.6	91.4	89.1	115.2	x	87.2	105.0	91.9	63.3
COc1ccc(C2=NOC(C(=O)N3CCCC3)C2)cc1OC1CCCC1 (stereo not given)	115.7	100.6	95.0	x	106.0	100.6	x	95.7	113.4
O=C1/C(=C\c2ccc(F)cc2)Sc2c(F)cccc21	107.8	98.7	100.9	83.8	89.9	84.6	87.7	99.5	93.0
COc1cc2cc(Oc3ccc(NC(=O)Nc4ccc(Cl)c(Cl)c4)cc3)c(C)nc2cc1OC	-10.0*	22.1	17.1	7.7*	18.6	8.3*	28.6	53.0	31.9
CCNC(=O)Oc1ccc[nH]c1=O	111.7	104.4	102.4	115.0	97.9	104.6	103.3	101.5	98.3
O=C1C=C(O)c2ccccc2C1=O	x	107.4	99.1	107.8	72.0	47.2	101.3	96.2	x
CCCCCCCCCCCCCCCCCCOc1ccc(CC(=O)OCC[N+]2(C)CCCCC2)cc1	101.3	89.1	103.7	100.7	92.6	86.7	104.0	100.4	86.8
CCOC(=O)c1ccc(N=Nc2c(N)nc(N)[nH]c2=O)cc1	112.5	99.5	101.9	101.2	107.7	96.6	103.4	101.2	96.9
CCOC(=O)C1(Cc2ccccc2)CCCCCC1=O (stereo not given)	109.6	109.1	119.1	113.5	112.0	109.2	108.3	110.3	105.7
N=C(N)c1ccc(-c2ccc(-c3cccs3)o2)o1	100.8	93.3	104.4	89.5	98.5	101.5	x	94.3	94.1
Cc1ccc(/C=C2/C(=O)N(C)c3ccc(S(=O)(=O)Nc4ccc(C(C)(C)C)cc4)cc32)s1	88.3	78.9	55.8	63.9	70.8	67.0	89.6	73.0	44.4
O=[N+]([O-])c1cccc([I+]c2cccc([N+](=O)[O-])c2)c1	107.9	75.3	99.9	85.0	67.2	62.4	98.3	103.5	83.3
CCOc1ccc(NC(=O)NCc2ccco2)cc1	96.0	113.8	111.2	101.0	127.5	112.9	112.7	90.2	119.4
COc1cc(/C=C/C(=O)c2cccc(OCC(=O)O)c2)cc(OC)c1OC	126.1	101.1	114.0	107.4	115.0	x	98.8	99.5	113.4
Cc1cc(N2CCSCC2)nc(NC2CCCC(Nc3ccnc4cc(Cl)ccc34)C2)n1 (stereo not given)	-38.4*	-29.0*	1.1*	18.2	-16.1*	35.1	34.8	29.7	16.8
COc1ccc2c(c1)=C(c1sc(Nc3nnc(-c4ccc(O)cc4)s3)nc1O)C(=O)N=2	107.3	106.3	100.9	107.7	111.8	93.5	100.0	107.4	107.6
Cc1ccc(S(=O)(=O)OC2C(COCC(=O)O)OC3OC(C)(C)OC32)cc1 (stereo not given)	121.2	103.6	109.2	95.7	x	104.5	111.7	95.7	111.7
CN(Cc1ccccc1)C(=O)OCCO	101.0	x	106.2	105.0	99.8	99.8	111.4	86.6	103.5
COC(=O)N/N=C\c1ccc(O)c(OC)c1	105.4	110.0	104.8	102.2	102.9	103.4	107.5	102.8	109.7
COc1cc(Cn2c(SCCC(=O)Cc3ccc(S(N)(=O)=O)cc3)nc3ccccc3c2=O)cc(OC)c1OC	x	80.1	85.9	76.1	98.2	102.9	96.0	100.0	84.3
COc1ccc(C(O)c2cc3c(N)c(C(=O)Nc4ccc(Cl)cc4)sc3nc2C)cc1 (stereo not given)	-35.7*	34.6	16.0	45.3	33.0	32.7	32.1	46.8	38.4
CN(C)c1ccc(N=Cc2ccc(N3CCOCC3)cc2)cc1	-4.0*	79.0	83.1	x	116.5	68.5	94.7	111.5	19.1
CSc1nc2c(c(=O)[nH]1)C(c1ccccc1)C1=C(N2)/C(=C/c2ccccc2)CCC1 (stereo not given)	112.0	94.5	93.9	99.7	105.8	100.5	109.0	95.3	102.2
Cc1nc2scc(-c3ccccc3)n2c(=O)c1CCN1CCOCC1	103.0	97.3	99.8	97.2	93.0	98.9	93.4	115.0	102.9
COc1cc(/C=N/NC(=S)NNC(=S)NC2CCCCC2)cc(OC)c1OC	102.8	87.8	97.5	91.2	89.9	97.4	110.0	105.5	86.3
CCc1cc2c(cc1Cl)nc1c(=O)[nH]c(=O)nc-1n2CCOCC(C)(C)C	x	79.8	79.2	41.2	60.3	72.1	110.0	119.3	52.5
CC(Oc1cc(Cl)c(Cl)cc1Cl)C(=O)NC(C(=O)O)C(C)C (stereo not given)	109.3	99.3	100.7	91.9	101.4	98.2	94.3	100.0	107.6
O=C(N/N=C/C[C@@H]1[C@@H](/C=C/[C@@H](O)COc2ccccc2)[C@H](O)C[C@@H]1O)c1ccncc1	113.2	105.2	99.4	88.6	101.8	103.5	88.4	99.4	115.1
O=C(NCc1cccc(CNC(=O)Nc2nc3ccccc3[nH]2)c1)Nc1nc2ccccc2[nH]1	-42.3*	-52.2*	83.3	-22.2*	13.7	-65.1*	-19.0*	-2.3*	-75.7*

High-throughput results deposited in PubChem by NCI.
